# Assay outcomes as filed in PubChem BioAssay.
# SSB-PriA inh – blocks PriA binding to SSB C-terminal tail; inhibition, % at 33 µM; AlphaScreen SSBct-PriA binding, biotinylated peptide; AID 1272365; 430,000 compounds, 0.6% hits; in the data active = inhibition mostly above about 37%, no sharp cut-off; inactive = mostly below about 20%;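 also: plate controls were negative control peptide for no effect and reference peptide for full effect; strong numbers were not always called active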
# 3CLpro inhibitor – SARS-CoV 3CLpro protease inhibition; P0C6X7; recombinant SARS-CoV 3CLpro, quenched FRET peptide cleavage; AID 1706; 290,000 compounds, 0.14% hits; inhibition, % at 6 µM; in the data active = inhibition above about 12%
# PrPC surface inh – inhibitors of human cell surface prion protein PrPC | inhibition, % at 13.8 µM | TR-FRET read-out | P04156 | 370,000 compounds, 0.43% hits; in the data active = inhibition above about 24%; also: 0% = median of the test wells and 100% = reference compound wells
# TcdB inh – inhibitors of Clostridioides difficile toxin B glycohydrolase | P18177 | TcdB glycohydrolase enzymatic assay, plate reader | inhibition, % at 9.99 µM | 350,000 compounds, 0.24% hits; in the data active = inhibition above about 10%
# Rv3671c inh – inhibitors of M. tuberculosis serine protease Rv3671c | inhibition, % at 5.96 µM | P9WHR9 | 320,000 compounds, 0.048% hits; in the data active = inhibition above about 38%;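 also: extracellular domain of Rv3671c used as enzyme; 0% = enzyme with DMSO and 100% = no enzyme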
# Target sequence (P9WHR9 whole entry, looked up, the tested form may be a part): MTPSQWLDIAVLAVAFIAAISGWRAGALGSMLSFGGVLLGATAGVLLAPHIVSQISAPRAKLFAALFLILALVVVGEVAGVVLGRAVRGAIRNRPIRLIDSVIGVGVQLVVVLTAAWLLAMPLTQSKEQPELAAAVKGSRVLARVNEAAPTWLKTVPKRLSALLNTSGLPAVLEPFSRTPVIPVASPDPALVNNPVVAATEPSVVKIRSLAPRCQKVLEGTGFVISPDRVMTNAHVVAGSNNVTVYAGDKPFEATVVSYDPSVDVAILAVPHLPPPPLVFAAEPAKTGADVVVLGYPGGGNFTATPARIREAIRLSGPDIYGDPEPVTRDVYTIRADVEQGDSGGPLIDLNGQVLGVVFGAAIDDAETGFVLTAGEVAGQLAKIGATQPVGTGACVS
# Y pestis TopoI – blocks Yersinia pestis topoisomerase I activity; Y. pestis Topo-I cleavage product accumulation, plate reader; activity, % at 10 µM; 360,000 compounds, 0.064% hits; AID 504884; in the data active = activity above about 50%, passing the limit was not always enough; also: inactives centre near 2
# BH1578 lux ind – quorum light induction in luxS cqsA deficient V. cholerae. activation, % at 18.7 µM. 350,000 compounds, 0.16% hits. V. cholerae BH1578 lux reporter, luminescence, 6 h; in the data active = activation mostly above about 9.7%, no sharp cut-off; also: not every result past the cut was called active; inactives centre near 0; reference of the scale not given here
# MazEF act – increases E. coli MazEF RNase cleavage of RNA; FAM/BHQ RNA-DNA oligo cleavage fluorescence, 5 h; activation, % at 20 µM; 350,000 compounds, 0.32% hits; AID 504720; in the data active = activation above about 50%
# Target sequence (P0AE70 whole entry, looked up): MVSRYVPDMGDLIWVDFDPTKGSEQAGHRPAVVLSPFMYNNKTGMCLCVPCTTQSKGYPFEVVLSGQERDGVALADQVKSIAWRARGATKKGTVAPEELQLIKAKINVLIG
# DUSP3 inh – blocks human VHR1 dual specificity phosphatase. 290,000 compounds, 0.52% hits. inhibition, % at 13.3 µM. P51452. recombinant VHR phosphatase, pNPP absorbance. AID 1654; in the data active = inhibition above about 50%; also: some compounds called inactive have numbers as strong as hits
# Target sequence (P51452 whole entry, looked up): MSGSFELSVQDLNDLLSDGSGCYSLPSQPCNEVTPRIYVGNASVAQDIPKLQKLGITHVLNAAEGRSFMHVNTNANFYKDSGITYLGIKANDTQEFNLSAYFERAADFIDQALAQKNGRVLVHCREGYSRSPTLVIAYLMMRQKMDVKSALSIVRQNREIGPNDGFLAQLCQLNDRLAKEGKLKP
# CCHFV vOTU inh – blocks the CCHF virus ovarian tumor domain protease | CCHFV vOTU protease, Pep-AMC fluorescence | inhibition, % at 11.5 µM | 370,000 compounds, 0.55% hits | AID 651958; in the data active = inhibition above about 30%; also: 0% = vehicle wells with enzyme and 100% = no enzyme wells
# An asterisk follows results filed as active; i = inactive; . = not tested or not shown; & = joins results of further samples.
Compound	SSB-PriA inh	3CLpro inhibitor	PrPC surface inh	TcdB inh	Rv3671c inh	Y pestis TopoI	BH1578 lux ind	MazEF act	DUSP3 inh	CCHFV vOTU inh
Cc1ccc(S(=O)(=O)NCCSCc2ccccc2)cc1	-25	-1	8	.	-2	-7	-0.4	-6	8	15
O=C(Nc1ccc(Br)cc1)N1CCCCC1	2&-6	0	3	0.9	12	2	-1.0	9	6	-20
CCOC(=O)N1C2C=C(C)[C@@H]2[C@@H]2CC(=O)N21 (some centres not stated)	-11	4	6	-0.3	3	4	-0.6	3	8	-3
CCOC(=O)CN1C(=O)NC2NC(=O)NC21 (configuration not stated)	2	-4	-3	.	2	-1	i	3	-24	8
CC(C)C(=O)Nc1c(C(=O)N2CCN(c3ncccn3)CC2)oc2ccccc12	-6	-3	1	1.5	-4	6	-0.2	1	53*	-9
Cc1ccc(N/C=C/C(=O)c2ccccc2)cc1Br	-13	-5	5	0.5	4	-3	2.2	-3	-8	3
COc1ccc(OC)c(-c2csc(NC(=O)c3ccc(F)cc3)n2)c1	3	2	12	1.0	-3	-7	-0.7	5	-1	12
CCNC(=O)C1(c2ccccc2)CCCC1	10	5	-8	.	-11	5	-0.2	4	1	3
CC1N=C(c2ccccc2Cl)c2cc(Br)ccc2NC1=O (configuration not stated)	-6	1	4	3.6	1	15	i	3	12	-2
CC(=O)c1sc(=S)n(Cc2ccccc2)c1C	-1	-1	-1	2.5	.	9	i	-1	23	0
CN(C)c1ccc(C(=O)NCCCSc2ccccc2)cc1	6	2	4	2.4	6	13	0.5	1	-11	-2
O=C(Cn1cnc2c(nnn2Cc2ccc(F)cc2)c1=O)NCc1ccccc1	-9	2	0	-0.1	8	-3	-0.1	4	21	4
c1nc(N2CCCC2)c2[nH]cnc2n1	-7	-1	2	.	-3	5	i	7	5	-8
COc1ccc(-n2c(=O)c(NC(=O)c3ccccc3)c3n(c2=S)CCCCC3)cc1	2	0	-1	0.7	0	-8	-1.4	-15	32	-3
CN1CCn2cnc(C(=O)Nc3ccc(CNC(=O)OC(C)(C)C)cc3)c2C1=O	.	.	-1	-0.1	.	2	-0.4	5	.	11
CCCC(CCC(=O)Nc1cccc([N+](=O)[O-])c1)C(=O)O (configuration not stated)	-2	3	-13	1.8	-8	-8	-0.4	-3	8	-7
CSCC[C@H](NS(=O)(=O)c1ccc(C(C)=O)cc1)c1nnc2ccccn12	-1	0	-2	4.5	3	-11	i	-1	15	8
NS(=O)(=O)c1ccc(NC(=O)CSc2ncnc3ccccc23)cc1	-13	2	22	1.4	2	0	0.0	23	-15	-11
C[C@H]1CNC(=O)c2c(C(=O)Nc3ccc(CNC(=O)OC(C)(C)C)cc3)ncn21	.	.	2	1.0	.	24	-0.4	3	.	7
O=c1c(-c2ccc(Cl)cc2)coc2c(CN3CCOCC3)c(O)ccc12	-8	7	4	.	-4	0	0.8	5	-5	-3
COc1cc2ccccc2cc1C(=O)OCC(=O)NC1CCS(=O)(=O)C1 (configuration not stated)	3	5	2	0.1	-4	-5	-0.4	-6	22	-48
Cc1ccc(OCCCC(=O)Nc2ccc(S(N)(=O)=O)cc2)cc1	-14	3	10	2.4	-1	2	-2.0	-1	1	-6
O=[N+]([O-])c1ccc(NCCCO)c(C(F)(F)F)c1	-2	-7	-8	1.9	1	-2	-0.3	2	-2	-4
CN(CC(=O)Nc1ccccc1Br)C(=O)c1ccc2c(=O)n3c(nc2c1)CCC3	1	.	-2	0.0	-4	-4	-2.0	0	.	-4
Cc1cc(C)cc(NC(=O)CSCc2nc3c(nnn3Cc3ccc(F)cc3)c(=O)[nH]2)c1	-10	-3	-6	0.3	-7	14	i	-1	.	-5
CN1C(c2ccccc2)=NO[C@]1(C)c1ccccc1	-4	.	-5	1.7	5	4	-0.8	9	.	-12
Cc1cc(NC(=O)CCC(=O)N(CC(=O)NC2CCCC2)c2ccccc2)no1	-9	0	8	.	-2	-1	-0.6	-6	8	6
CNC(=S)NNC(=O)c1ccc2c(c1)OCO2	-9	-11	6	0.7	14	16	-0.3	0	12	-3
CCOC(=O)c1nn(-c2ccc(C)cc2)cc1C(=O)c1ccccc1	-32	-1	5	.	2	18	.	3	-6	4
Clc1ccc(-c2cc3ccccc3[nH]2)cc1	-12	6	8	.	13	-16	i	1	28	-16
NS(=O)(=O)c1ccc(-c2ccc(/C=C3\C(=O)Nc4cc(Cl)ccc43)o2)cc1	5	1	2	0.6	.	-19	i	-11	9	9
COc1ccc(CCNC(=O)c2cc(S(=O)(=O)N(C)C)ccc2N2CCCC2)cc1OC	-4	5	2	0.7	-4	-2	-1.3	8	9	1
CCN(CC)S(=O)(=O)c1ccc(N2CCOCC2)c(NC(=O)C(=O)c2c(-c3ccccc3)cc3ccccn23)c1	-16	-1	-1	.	-16	18	-0.7	1	23	2
COc1ccc(Cc2nnc(NC(=O)C3CC(=O)N(c4ccc(OC)cc4)C3)s2)cc1 (configuration not stated)	2	2	-7	0.6	3	23	i	1	17	6
Cc1ccc(/C=N/N2CCN(Cc3cccc4ccccc34)CC2)o1	.	1	12	.	6	34	-0.6	6	0	3
O=C1NCCCC1C(=O)NCCN1C(=O)CCC1=O (configuration not stated)	5	2	0	0.3	0	5	i	1	19	-4
CCOc1ccccc1C(=O)N[C@H](C(=O)OCc1cc([N+](=O)[O-])cc2c1OCOC2)C(C)C	15	2	-2	.	-20	0	-0.2	-8	8	5
CN1C(=O)[C@@H]2[C@@H]3C[C@@H]([C@H]4ON=C(c5ccccc5OCC#N)[C@@H]34)[C@@H]2C1=O	-17	-1	-1	1.6	-2	5	5.3	-2	17	-14
Cn1c(CC(=O)Nc2ccc(Cl)c(Cl)c2)nnc1SCC(=O)NCc1ccccc1	2	0	5	1.5	7	10	i	-30	2	17
CCOc1ccc(N(CC(=O)Nc2ccc(C)cc2)S(C)(=O)=O)cc1	-15	9	0	0.6	-3	5	i	-6	-4	8

# An excerpt from above, showing only DUSP3 inh:
Structure | DUSP3 inh
O=C1NCCCC1C(=O)NCCN1C(=O)CCC1=O (configuration not stated) | 19
COc1ccc(Cc2nnc(NC(=O)C3CC(=O)N(c4ccc(OC)cc4)C3)s2)cc1 (configuration not stated) | 17
CCOc1ccccc1C(=O)N[C@H](C(=O)OCc1cc([N+](=O)[O-])cc2c1OCOC2)C(C)C | 8
Cc1cc(NC(=O)CCC(=O)N(CC(=O)NC2CCCC2)c2ccccc2)no1 | 8
NS(=O)(=O)c1ccc(-c2ccc(/C=C3\C(=O)Nc4cc(Cl)ccc43)o2)cc1 | 9

# (listing goes on)
Compound	SSB-PriA inh	3CLpro inhibitor	PrPC surface inh	TcdB inh	Rv3671c inh	Y pestis TopoI	BH1578 lux ind	MazEF act	DUSP3 inh	CCHFV vOTU inh
OC[C@H]1O[C@H](OC[C@H]2OC(O)[C@H](O)[C@@H](O)[C@@H]2O)[C@H](O)[C@@H](O)[C@@H]1O (some centres not stated)	-4	.	6	1.2	2	-9	i	-7	.	3
Cn1cc(S(=O)(=O)N2CCN(Cc3ccccc3)CC2)c(=O)n(C)c1=O	-6	-2	-7	2.1	4	8	-0.5	-3	-2	5
COc1cc(/C=N/NC(=O)COc2cc(C)cc(C)c2)ccc1OS(=O)(=O)c1ccc(C)cc1	.	4	3	0.3	-97	16	-0.2	4	26	4
O=C(OCC(=O)N1CCN(c2ccccc2)CC1)c1cccc(Cl)c1	-6	8	2	.	-6	13	i	-2	-37	-2
Cc1csc(=Nc2cccnc2)n1CC1CCCCC1	1	-3	2	-0.9	-1	12	-0.1	3	-2	-8
CN1CCC(CC(C(=O)N2CCCC2)(c2ccccc2)c2ccccc2)C1 (configuration not stated)	-4	.	-9	1.1	.	-4	-0.1	9	.	-2
CSc1ccccc1N1CCN(C(=O)Nc2ccc3c(c2)NC(=O)CO3)CC1	17	1	14	.	3	0	i	5	16	-4
O=C1CSC(c2ccc(F)c(F)c2)N1c1ccccc1F (configuration not stated)	-11	3	8	0.7	-10	-5	0.9	-3	9	8
O=C(NNC(=O)c1nn(-c2ccc(F)cc2)ccc1=O)c1ccccc1Cl	-4	-5	-10	0.7	-3	-3	0.7	3	36	-8
Cc1ccc(/C(O)=C2/C(=O)C(=O)N(CCCn3ccnc3)C2c2cccnc2)cc1 (configuration not stated)	.	.	-12	0.1	.	1	i	4	.	5
Cc1ccc([C@H]2C[C@@H](O)[C@H](n3cc(-c4ccc(F)cc4)nn3)CN2C(=O)c2cccs2)cc1	.	.	-4	2.3	.	11	-0.4	5	.	8
COc1ccc(OC)c(S(=O)(=O)N2CCCC(C)C2)c1 (configuration not stated)	-10	-1	8	.	-4	-3	i	3	30	6
Cc1ccc(C)c(C(=O)CSc2n[nH]c(-c3ccncc3)n2)c1	-8	1	5	.	5	4	i	3	22	12
COc1cc(NC(=O)c2cc(-c3ccccc3)nc3c2cnn3C(C)C)cc(OC)c1OC	0	.	.	.	16	0	i	3	.	.
Cc1ccc(S(=O)(=O)NCCC(=O)NCCN2CCCCCC2)cc1	9	-1	-6	.	-8	11	-12	3	21	9
Cc1ccc(NC(=O)C2CCC(N3C(=O)C4CCCCC4C3=O)CC2)cc1 (configuration not stated)	-11	2	6	1.4	4	11	-0.2	5	13	1
CCOC(=O)C1CNc2cc(S(=O)(=O)CC)ccc2O1 (configuration not stated)	-3	0	-2	0.8	-3	-8	2.8	9	17	-6
CC(C)(C)c1ccc(S(=O)(=O)Nc2cccc(C3OCCCO3)c2)cc1	-7	7	11	1.4	-11	10	-0.4	3	-10	6
COc1ccc(-c2cc(C(=O)OCC(=O)N3CCCCC3)c3ccccc3n2)cc1OC	-26	.	-7	1.9	-21	23	i	5	.	2
Cc1ccccc1S(=O)(=O)Cc1ccc(C(=O)NC2CC2)o1	6	-3	6	0.3	-2	-10	0.5	9	-5	11
CCNC(=S)/C(=C(/[O-])c1ccc([N+](=O)[O-])cc1)[n+]1ccccc1	3	4	-1	1.5	21	-4	-0.3	5	6	10
CCOc1ccccc1OCCN1CCC(Cc2ccccc2)CC1	-2	3	-2	.	2	13	-0.2	-4	-5	4
Cc1nn(-c2ccccc2)c2sc(C(=O)NC3CCCCC3)cc12	-16	-4	7	.	-27	-1	-5.0	3	13	4
CCOC(=O)C1=C(CSc2nc3ccccc3s2)NC(=O)NC1c1cc(C)ccc1C (configuration not stated)	-7	9	2	.	-16	42	-1.2	-26	24	22
CSc1ccccc1C(=O)C1CCCN(Cc2cccc(C)n2)C1 (configuration not stated)	9	2	-5	1.1	-3	-3	i	-4	12	-5
COc1ccc(CCNC(=O)CC(=O)NCCc2ccc(OC)cc2)cc1	-17	-1	-5	0.8	3	8	-9.4	4	36	-12
CN(C)C1=NCCN1CC1CCCC1	2	.	5	-0.6	4	0	1.4	2	.	16
COc1cc(OC)c(NC2=NCCCCC2)cc1Cl	2	-4	-3	.	-1	0	-1.3	11	10	0
CCN1CCN(CCCN(Cc2ccco2)C(=S)Nc2ccc(Cl)c(C)c2)CC1	5	0	-11	1.8	-1	-1	i	-7	14	-13
CCn1c2ccccc2c2cc(NC(=S)N3CCOCC3)ccc21	14	5	9	.	4	-5	-0.2	0	9	-2
COc1ccc(NC(=O)c2ccccn2)cc1	-27	3	.	.	-2	-4	2.8	2	34	.
CCOC(=O)C1(Cc2ccccc2C)CCCN(C(=O)CCc2cccnc2)C1 (configuration not stated)	-8	2	-2	2.1	5	20	-0.4	0	8	9

# A portion of the library; the hit share may differ from the screen's.
